# Assay outcomes as filed in PubChem.
# RNase H inhibition – RNase H inhibition, HIV 1 Gag Pol polyprotein, FRET biochemical assay, screening (AID 372). HIV-1 RT RNase H, FRET RNA/DNA substrate fluorescence; higher % means a stronger effect. inhibition, % at 10 µM; hits with a dose series show IC50 in µM. 0.77% of 100,000 active; in the data active means inhibition above about 50%
# * marks the source's active call; other numbers are inactive results.
SMILES,RNase H inhibition
Cc1sc2nc(-c3ccc([N+](=O)[O-])cc3)[nH]c(=O)c2c1C,0.55µM*
COc1cc(C)ccc1OCCCSc1ccc(Cl)cc1,16%
Cc1ccccc1C(=O)NC(=S)Nc1ccc(F)c([N+](=O)[O-])c1,19%
Cc1ccc(OCC(=O)Nc2ccc(F)c([N+](=O)[O-])c2)cc1,21%
Cc1ccc(/C=C2\SC(=S)N(CC(C)C)C2=O)cc1,0%
CS(=O)(=O)c1ccc2nc(NC(=O)c3cc(-c4ccccc4)nc4ccccc34)sc2c1,18%
COc1ccc(S(=O)(=O)N2CCc3ccccc32)cc1C(=O)O,4%
CC(=O)NNC(=O)c1cccc(Cl)c1,0%
O=[N+]([O-])c1cc(C=Nc2ccc(Cl)c3cccnc23)c(O)c2ccccc12,0%
CS(=O)(=O)N(CC(=O)Nc1cccc2ccccc12)c1cccc(Cl)c1,10%
Cc1c(Cl)cccc1N=Cc1cccc(O)c1O,24%
COc1cc(C(=O)N2CCN(C(=O)c3ccncc3)CC2)cc(OC)c1OC,5%
Oc1ccc(Cl)cc1C=Nc1cccc2nsnc12,15%
Cc1nc(C)c(-c2csc(Nc3ccc(C(=O)O)cc3)n2)s1,6%
O=C(Nc1ccccc1I)c1ccc([N+](=O)[O-])cc1,0%
CN(C)S(=O)(=O)NCCNc1ccc([N+](=O)[O-])cc1,9%
OCCNC(Nc1ccc(Cl)cc1)=C(c1ccccc1)c1ccccc1,15%
CCOc1cc2c(c([N+](=O)[O-])c1)NC(c1ccc(Br)cc1)C1CC=CC21 (stereo not drawn),18%
CC(C)(C)c1cc(N=NC(=O)c2ccncc2)cc(C(C)(C)C)c1O,9%
Cc1ccc(C2/C(=C(/O)c3ccccc3)C(=O)C(=O)N2c2ccccn2)cc1 (stereo not drawn),0%
COc1ccc(-c2csc(/C(C#N)=C\c3ccc(F)cc3)n2)cc1,19%
Cc1ccccc1N1C(=O)c2ccc(C(=O)Nc3ccccc3[N+](=O)[O-])cc2C1=O,8%
O=C(NC1CCCCCCC1)c1ccc(Cl)c(Cl)c1,5%
O=C(Nc1cccc(NC(=O)c2cccc3c(Br)cccc23)c1)c1ccccc1,9%
COc1cc(/C=C(\C#N)C(=O)NCC2CCCO2)cc(OC)c1OC (stereo not drawn),2%

# Next results follow:
SMILES,RNase H inhibition
CS(=O)(=O)N(CC(=O)NC1CC2CCC1C2)c1ccc(Br)cc1 (stereo not drawn),0%
CC(C)c1ccccc1OCC(=O)Nc1cccc(C(F)(F)F)c1,11%
O=[N+]([O-])c1ccc(C2CC(c3ccc(Cl)cc3)=Nc3ccccc3N2)cc1 (stereo not drawn),15%
COc1cc(NC(=O)c2cccc(C)c2)c(OC)cc1NC(C)=O,3%
CCc1ccc(S(=O)(=O)Nc2ccc(NC(C)=O)cc2)cc1,10%
NNC(=O)/C(=C/c1ccc2c(c1)OCO2)NC(=O)c1ccccc1,0%
COc1cccc(/C=C2/SC(N)=NC2=O)c1,0%
CC(=O)N1CCN(c2ccc(NC(=O)c3cccc(C)c3)cc2)CC1,5%
COc1ccc(-n2cnc3ccccc32)cc1OC,6%
CCOC(=O)C(=CNCCCC(=O)O)C(=O)OCC,0%
COc1ccc(C(=O)CSc2nnc3n(N)cnn23)cc1,8%
CSc1nn(CN2CCCCC2)c(=S)s1,11%
O=C(Nc1sc2c(c1C(=O)N1CCCCC1)CCCCC2)c1ccncc1,4%
CCc1ccc(N2C(=O)CSC2c2ccc(Cl)cc2Cl)cc1 (stereo not drawn),4%
Cc1ccc(S(=O)(=O)N(C)CC(=O)Nc2ccc(C(N)=O)cc2)cc1,30%
Cn1cc(/C=C2/SC(=S)N(Cc3ccccc3)C2=O)c2ccccc21,8%
O=C(c1c(F)cccc1F)N1CCN(c2cc(N3CCOCC3)c(F)cc2[N+](=O)[O-])CC1,0%
COc1ccc(C(=O)Nc2ccccc2C(=O)NCCC(=O)Nc2ccccc2)cc1,23%
O=C(O)c1ccccc1C=Nc1ccc2[nH]c(=O)[nH]c2c1,6%
COc1ccccc1/C=C(\NC(=O)c1ccccc1)C(=O)Nc1ccc(C)cc1,12%
O=C(Nc1ccc(NC(=O)c2cccs2)cc1)c1ccccc1,5%
COc1cc(/C=C(/C#N)C(=O)Nc2ccc(O)cc2)cc(I)c1OC,14%
Cc1[nH]n(-c2ccccc2)c(=O)c1C=Nc1ccc([N+](=O)[O-])cc1,7%
O=C1/C(=C/c2ccco2)SC(=S)N1c1ccc(F)cc1,13%
CN(C)c1ccc(/C=C/CN2CCCCC2)cc1,20%

# Part of the list above, as labelled records.
COc1ccc(C(=O)Nc2ccccc2C(=O)NCCC(=O)Nc2ccccc2)cc1
  RNase H inhibition: 23%
CC(C)c1ccccc1OCC(=O)Nc1cccc(C(F)(F)F)c1
  RNase H inhibition: 11%
O=C(Nc1sc2c(c1C(=O)N1CCCCC1)CCCCC2)c1ccncc1
  RNase H inhibition: 4%

# 4 of these compounds in another layout:
molecule | RNase H inhibition
CC(C)c1ccccc1OCC(=O)Nc1cccc(C(F)(F)F)c1 | 11%
O=[N+]([O-])c1ccc(C2CC(c3ccc(Cl)cc3)=Nc3ccccc3N2)cc1 (stereo not drawn) | 15%
COc1cc(NC(=O)c2cccc(C)c2)c(OC)cc1NC(C)=O | 3%
CCc1ccc(S(=O)(=O)Nc2ccc(NC(C)=O)cc2)cc1 | 10%

# Filtered by structure, those above with fluorine (six)
SMILES,RNase H inhibition
Cc1ccccc1C(=O)NC(=S)Nc1ccc(F)c([N+](=O)[O-])c1,19%
Cc1ccc(OCC(=O)Nc2ccc(F)c([N+](=O)[O-])c2)cc1,21%
COc1ccc(-c2csc(/C(C#N)=C\c3ccc(F)cc3)n2)cc1,19%
CC(C)c1ccccc1OCC(=O)Nc1cccc(C(F)(F)F)c1,11%
O=C(c1c(F)cccc1F)N1CCN(c2cc(N3CCOCC3)c(F)cc2[N+](=O)[O-])CC1,0%
O=C1/C(=C/c2ccco2)SC(=S)N1c1ccc(F)cc1,13%

# More results.
SMILES,RNase H inhibition
O=[N+]([O-])c1ccc(N/N=C/c2cccc(Br)c2)cc1,18%
COc1ccc(C2C(C#N)=C(N)OC3=C2C(=O)CC(c2ccccc2)C3)cc1Br (stereo not drawn),12%
CCOC(=O)C1=C(C)N=C2SCCC(=O)N2C1c1ccc(Br)cc1 (stereo not drawn),1%
Cc1cc(C)nc(NC(=O)c2ccc(C)c([N+](=O)[O-])c2)n1,0%
O=C(Nc1cccc(Cl)c1)c1ccc(NCc2ccccc2)c([N+](=O)[O-])c1,16%
COc1ccccc1C1(O)CC(c2ccc(C)cc2)NC(c2ccc(C)cc2)C1C (stereo not drawn),5%
CC(=O)Nc1ccc(S(=O)(=O)NN2C(=O)c3ccccc3C2=O)cc1,2%
O=C1CC(N2CCC(O)CC2)C(=O)N1c1ccc(Cl)cc1 (stereo not drawn),1%
CCCC(=O)NS(=O)(=O)c1ccc(NC(=O)c2ccccc2Cl)cc1,0%
Cc1ccc2c(c1)NC(c1ccccc1)C1=C(CC(C)(C)CC1=O)N2 (stereo not drawn),11%
CCOc1cc(/C=C/C(=O)O)cc(Br)c1OC,6%
CCOc1ccc(/C=C2\SC(=S)N(CCC(=O)O)C2=O)cc1OC,4%
Cc1[nH]c2ccccc2c1C=Nc1cccc(C#N)c1,4%
CC1=CC(C)C2C(=O)N(c3ccc(C(=O)O)cc3)C(=O)C2C1 (stereo not drawn),10%
Cc1ccc(OCC(=O)Nc2ccc([N+](=O)[O-])cc2)c(Br)c1,14%
CCN(CC)S(=O)(=O)c1cc(C(=O)c2ccc(Br)cc2)ccc1C,20%
Cc1ccc(C(=O)NC(=S)Nc2c(C)cccc2C)cc1,53%*
O=C(NC(=S)Nc1cccnc1)c1ccccc1Br,12%
O=C(Nc1nc(-c2ccccc2)cs1)c1ccc2c(c1)OCO2,0%
COc1ccc(NC2(c3ccccc3)OC(=O)c3ccccc32)cc1 (stereo not drawn),0%
CCCN(CCC)CC(=O)Nc1sc2c(c1C(=O)OCC)CCCCC2,8%
CCOC(=O)c1c(NC(=O)CSc2nc3ccccc3s2)sc2c1CCC2,23%
Cc1cc(I)ccc1NC(=O)COc1ccccc1C,18%
O=C(c1ccccc1F)N1CCN(C2CCN(Cc3ccccc3)CC2)CC1,17%
CC1(C)CC(=O)C2=C(C1)c1c(ccc3ccccc13)NC2c1cccc(F)c1 (stereo not drawn),0%

# New compounds follow:
SMILES,RNase H inhibition
CCc1ccccc1NC(=O)/C(=C/c1ccco1)c1ccccc1,8%
O=C(NC(=S)Nc1ccc(-c2nc3cc(Cl)ccc3o2)cc1)c1ccc(Cl)cc1,39%
Nn1cnc2scc(-c3ccccc3)c2c1=O,7%
CCCCC/C(=N\NC(=O)c1cccc(Cl)c1)c1ccccc1,12%
CC1=NN(c2ccc(C(=O)O)cc2)C(=O)/C1=C\c1ccc(-c2cccc(C(=O)O)c2)o1,11%
COc1cc2ccccc2cc1C(=O)Nc1cc(C(=O)Nc2ccccc2)ccc1Cl,31%
CCN(C1=C(N2CCCC2)C(=O)c2ccccc2C1=O)c1ccccc1,15%
Cn1cc(/C=N/NC(=O)C2COc3ccccc3O2)c2ccccc21 (stereo not drawn),6%
CN(C)Cn1c(O)c(N=NC(=O)c2ccncc2)c2ccccc21,0%
Cc1cccc(NC(=O)CSC(N)=O)c1C,12%
COc1cccc(CN2CCN(Cc3cccc4ccccc34)CC2)c1,4%
Cc1ccc([N+](=O)[O-])cc1-c1ccc(/C=C(\C#N)C(=O)Nc2ccc(F)cc2)o1,2%
Cc1cc(C)c(C(=O)c2ccc(C(=O)N(C(C)C)C(C)C)cc2)c(C)c1,16%
CCN(CC)c1ccc(/C=C/C(=O)c2ccc(NC(C)=O)cc2)cc1,27%
Clc1ccc2oc(-c3ccccc3Cl)nc2c1,35%
O=C(COC(=O)c1cccc(S(=O)(=O)N2CCOCC2)c1)c1ccccc1,1%
CCOc1ccc(/C=C2\C(=O)NC(=O)N(c3ccc(Br)cc3C)C2=O)cc1,7%
CC(C)C(C(=O)Nc1ccc([N+](=O)[O-])cc1)N1C(=O)c2ccccc2C1=O (stereo not drawn),14%
CCOC(=O)/C(=N\O)C1=NC(C)(C)C(C)c2ccccc21 (stereo not drawn),5%
O=C(Nc1nc(-c2ccccc2)cs1)c1ccc(Cl)cc1Cl,10%
O=C1/C(=C\c2ccc(C(F)(F)F)cc2)SC(=S)N1c1cccc(Cl)c1,16%
CCOC(=O)COc1ccc(/C=N/NC(=O)c2nonc2N)cc1OC,4%
COc1ccc(Cl)cc1-c1cc(=O)oc(-c2ccc(Br)cc2)n1,34%
COc1ccc(OC)c(/C=C2\SC(N3CCCCCC3)=NC2=O)c1,11%
COC(=O)c1ccc(Nc2nnc(-c3ccc(C(=O)NCCO)cc3)c3ccccc23)cc1,14%

# More records
SMILES,RNase H inhibition
Cc1ccc(OCCNC(=O)c2cccc3ccccc23)cc1C,14%
CCCC(=O)NS(=O)(=O)c1ccc(NC(=O)c2ccccc2)cc1,0%
O=C(NC(=S)Nc1cccc2ccccc12)c1ccco1,11%
CN(C)c1ccc(/C=C(\C#N)C(=O)Nc2ccccc2)cc1Br,11%
O=C1c2ccccc2C(=O)N1CCCc1nc2ccccc2c(=O)n1-c1nccs1,0%
CCc1ccc(-c2nc3cc(NC(=O)c4ccccc4OC)ccc3o2)cc1,17%
OCn1ncn(-c2ccccc2)c1=S,0%
O=C(Nc1ccc(Cl)c(-c2nc3ccccc3s2)c1)c1ccco1,0%
CCOc1cc(C(=S)N2CCOCC2)cc(Br)c1O,13%
CCOc1ccc(C(=O)Nc2cc(-c3nc4ccccc4o3)ccc2C)cc1[N+](=O)[O-],16%
CCOc1cc(C2C3=C(CC(C)(C)CC3=O)OC3=C2C(=O)CC(C)(C)C3)cc(I)c1O,12%
Cc1cc(C)nc(NC(=O)c2cccc(F)c2)c1,0%
CCc1cc2c(=O)n(-c3ccccc3)c(SCC(=O)c3ccc(Cl)cc3)nc2s1,13%
CCOc1ccc(/C=C(/C#N)c2nc(-c3cc4c(ccc5ccccc54)oc3=O)cs2)cc1,9%
Cc1ccc(C(=O)N/C(=C/c2ccc(Br)cc2)C(=O)NN)cc1,1%
CSc1nnc2c(n1)OC(c1cccc(Oc3ccccc3)c1)N(C(C)=O)c1ccccc1-2 (stereo not drawn),33%
O=C1NC(c2cccc(I)c2)Oc2ccccc21 (stereo not drawn),6%
C/C(=N/NC(=O)CSc1nc2ccccc2n1Cc1ccccc1)c1ccccc1,20%
CC(C)N(C(=O)c1ccc(C(=O)N(C(C)C)C(C)C)cc1)C(C)C,8%
O=C(NC(c1ccccc1)c1ccccc1)c1ccc([N+](=O)[O-])cc1Cl,4%
COc1ccc(C(=O)Nc2ccc3c4c(cccc24)CC3)cc1,2%
Cc1ccc2nc(-n3nc4ccccc4n3)nc(-c3ccccc3)c2c1,5%
COc1ccc2c(c1OC)C(=O)OC2Nc1ncccc1C (stereo not drawn),1%
c1ccc(-c2cc(-c3ccccc3)nc(N3CCCCC3)n2)cc1,16%
COc1cccc(Nc2ccccc2C)c1,0%

# Continued:
SMILES,RNase H inhibition
N#CCN(CC#N)C(=O)c1ccccc1[N+](=O)[O-],0%
O=Cc1cc(Cl)c(OCc2cccc(F)c2)c(Cl)c1,27%
CCOc1cc(OCC)cc(C(=O)Nc2cccc(-c3nc4cc(C)ccc4o3)c2C)c1,15%
CCCC(C)C(=O)Nc1cc(C(=O)OC)cc(C(=O)OC)c1 (stereo not drawn),7%
CC(=O)Nc1nc2ccccc2n1Cc1ccc(Cl)cc1,0%
CN1CCN(c2nc3ccccn3c(=O)c2/C=C2\SC(=S)N(CC3CCCO3)C2=O)CC1 (stereo not drawn),6%
CC(C)(C)c1cc(Cc2ccccc2)[nH]n1,0%
COc1ccc2c(C)nc(N=C(NC(C)=O)NC(C)=O)nc2c1,7%
O=[N+]([O-])c1ccc(N2CCN(S(=O)(=O)c3ccc(Cl)cc3)CC2)cc1NCc1ccccc1,3%
CC(=O)c1cc2c3c(c1)C1C=CCC1C(c1ccc(Br)cc1)N3CC1CC=CC21 (stereo not drawn),43%

# Molecules shown so far containing a tert-butyl group:
SMILES,RNase H inhibition
CC(C)(C)c1cc(N=NC(=O)c2ccncc2)cc(C(C)(C)C)c1O,9%
CC(C)(C)c1cc(Cc2ccccc2)[nH]n1,0%

# A portion of the library; rates above refer to the full screens.
